# High-throughput results: PubChem BioAssay, National Center for Advancing Translational Sciences (NCATS)
# FLuc counter: firefly luciferase modulation, counter-screen for miR-21 project. purified FLuc, Km substrates, luminescence inhibition. Potency, µM (series often up to 57.5 µM), for inactives: at the top dose activity change, negative = inhibition, most hits filed as inhibitors. actives 6.9% (n = 360,000). AID 588342; active means well fitted inhibition curve with a large enough effect; inconclusive means small, poorly fitted or top-dose-only effect;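 further: plate controls were vehicle for no effect and reference inhibitor for full effect; nearly all actives have a fitted effect of over 55% in size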
# Target sequence (P08659 whole entry, looked up): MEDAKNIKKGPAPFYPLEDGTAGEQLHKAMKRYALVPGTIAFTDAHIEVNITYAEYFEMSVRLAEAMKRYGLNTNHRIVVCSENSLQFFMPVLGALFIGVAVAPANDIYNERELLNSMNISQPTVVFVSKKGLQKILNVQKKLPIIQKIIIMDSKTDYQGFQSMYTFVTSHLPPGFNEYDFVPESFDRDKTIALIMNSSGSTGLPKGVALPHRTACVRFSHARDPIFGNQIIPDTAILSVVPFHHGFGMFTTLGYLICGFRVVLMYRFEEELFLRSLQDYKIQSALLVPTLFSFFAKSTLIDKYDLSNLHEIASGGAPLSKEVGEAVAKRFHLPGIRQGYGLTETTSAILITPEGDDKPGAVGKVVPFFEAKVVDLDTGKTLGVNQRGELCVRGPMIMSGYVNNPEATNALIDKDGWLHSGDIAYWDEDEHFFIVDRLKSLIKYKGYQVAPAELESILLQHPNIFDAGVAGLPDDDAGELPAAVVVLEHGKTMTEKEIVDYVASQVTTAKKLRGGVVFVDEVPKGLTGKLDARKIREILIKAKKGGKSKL
#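 Biochemical qHTS of compounds, final roughly 60 µM downward over six points, against 10 nM purified firefly luciferase using Km concentrations of substrates (10 uM D-luciferin, 10 uM ATP) in Tris acetate pH 7.5 buffer; luminescence output.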
# Active calls of the source: *; ? = inconclusive. Potency means the concentration at half of the fitted maximal effect. Only part of the results is shown, so the mix of outcomes need not match the whole.
entry	SMILES	FLuc counter
1	Cc1ccc(Cl)cc1Nc1nn2c(=O)c3ccc(C(=O)N4CCCC(C)C4)cc3nc2s1 (configuration not stated)	4.8%
2	COc1cc(C2C(C(=O)Nc3ccccc3)=C(C)Nc3nnnn32)cc(OC)c1OC (configuration not stated)	-3.3%
3	COc1ccc(C2CC(=O)NC(NC(=O)c3ccc(Br)cc3)=N2)c(OC)c1OC (configuration not stated)	-1.0%
4	O=C(CCCCn1c(=O)c2ccccc2n(CC(=O)Nc2cccc(F)c2)c1=O)NCc1ccccc1Cl	-1.8%
5	CCc1ccc(-c2nc3c(c(SCc4ccccc4)n2)Cc2c(CO)cnc(C)c2O3)cc1	-2.8%
6	CC(C)c1ccc(Nc2ncnc3onc(-c4ccc(F)cc4)c23)cc1	-8.9%
7	Cc1ccc(-n2ncc3c(N4CCCCCC4)ncnc32)cc1C	0.269µM*
8	COc1ccc(Cl)cc1NC(=O)CSc1nc2c([nH]c3ccccc32)c(=O)n1-c1ccccc1	-4.9%
9	Cn1cc(C(=O)N2CCN(c3cccc(Cl)c3)CC2)c(=O)c2cc(S(=O)(=O)N3CCCC3)ccc21	-10.8%
10	Cc1cc(-c2ccc(S(=O)(=O)Nc3ccccc3C)cc2)on1	-14.7%
11	Cn1c(=O)c2cc(C(=O)NCCCN3CCN(c4ccc(F)cc4)CC3)sc2c2ccccc21	-9.4%
12	Cc1ccc(CNC(=O)Cn2c(=O)cc(-c3ccccc3)c3c(C)nn(C)c32)cc1	-16.7%
13	CCN(C(=O)Cn1c(SCc2ccccc2F)nc2cccnc21)c1ccccc1	?
14	O=C(CSC1=Nc2ccccc2C2=NC(Cc3ccccc3)C(=O)N12)Nc1cccc(Cl)c1 (configuration not stated)	0.6%
15	O=C(COc1ccc(F)cc1)NCc1ccc2c(c1)CCN2C(=O)c1ccccc1	-19.5%
16	Cc1nn(C)c2c1c(C(F)(F)F)cc(=O)n2CC(=O)N1CCN(c2ccccc2F)CC1	0.0%
17	CC(C)c1ccc(C2NC(=O)c3n[nH]c(-c4cccs4)c32)cc1 (configuration not stated)	-16.1%
18	CCOc1ccc2nc(N(Cc3cccnc3)C(=O)c3ccc4c(c3)OCCO4)sc2c1	13.5µM*
19	CCCCNC(=O)C1=CC(c2ccc3c(c2)OCO3)=NS(=O)(=O)N1C	-2.0%
20	CCOC(=O)c1cc(-c2ccccc2)n(CCC(=O)Nc2ccc(C(F)(F)F)cc2)c1C	1.8%
21	Cc1ccc(NC(=O)C2CCCN(c3cnccn3)C2)cc1Cl (configuration not stated)	-2.6%
22	CN1C(=O)c2[nH]nc(-c3ccc(F)cc3)c2C1c1ccccn1 (configuration not stated)	-3.0%
23	Cn1nnc2c(N3CCCCC3)ncnc21	4.5%
24	CCCCCNC(=O)C1CCC(Cn2c(=O)c3sccc3n(CC(=O)N3CCCC3)c2=O)CC1 (configuration not stated)	-0.6%
25	O=C(NCCCc1nc2ccccc2n1Cc1ccc(Cl)cc1)C1CCCCC1	?
26	CCCCNC(=O)c1ccc2c(c1)N(CC)C(=O)c1ccccc1S2	-9.9%
27	COc1ccccc1NC(=O)c1oc2ccccc2c1NC(=O)c1cccc(OC)c1OC	-2.1%
28	COc1ccc(CCNC(=O)C2CCCN(S(=O)(=O)c3ccc4c(c3)oc(=O)n4C)C2)cc1OC (configuration not stated)	-6.3%
29	O=C(O)c1ccc(Cn2c(SCc3ccc(F)cc3)nc3ccncc32)cc1	16.9µM*
30	Cc1cccc(N2CCN(C(=O)c3cnn(-c4ccccc4)c3C3CCN(C(=O)OC(C)(C)C)CC3)CC2)c1C	0.5%
31	COc1ccc(-c2c(C)c3ccc(O)c(CN4CCOCC4)c3oc2=O)cc1OC	-7.0%
32	CC(=O)N1CCc2cc(Br)cc(S(=O)(=O)N3CCC(C)CC3)c21	-2.1%
33	O=C1CC(c2c(F)cccc2Cl)c2c(ccc3ccccc23)N1 (configuration not stated)	-5.8%
34	O=C(Nc1ccc(F)cc1)Nc1ccc2snnc2c1	23.9µM*
35	Cc1oc2c(c1C(=O)Nc1cccc(Br)c1)C1=NCCN1C=N2	1.8%
36	COc1ccc(NC(=O)CN(C)S(=O)(=O)c2ccc3[nH]c4c(c3c2)CCCC4)cc1Cl	-13.5%
37	O=C(NCCc1csc(-c2ccc(F)cc2)n1)c1ccc(Br)o1	?
38	O=c1c(-c2cc(-c3ccccc3)nc3c2COc2ccccc2-3)coc2ccc(Cl)cc12	-5.7%
39	Cc1c(C(=O)Nc2ccccc2Cl)oc2ccc(S(=O)(=O)N3CCCCCC3)cc12	-1.4%
40	COc1ccc(OC)c(NC(=O)CC(=O)Nc2ccc3nc4n(c(=O)c3c2)CCCCC4)c1	?
41	O=C1CN(C(=O)COc2ccc(Cl)cc2)C(c2ccc(F)cc2)c2cc(Cl)ccc2N1 (configuration not stated)	2.1%
42	COCCn1c(SCC(=O)Nc2ccc(Br)cc2)nc2c([nH]c3ccccc32)c1=O	1.4%
43	CCc1ccc(-c2nc(CN3CCC(C(=O)NCCc4ccc(Cl)cc4)CC3)c(C)o2)cc1	4.9%
44	O=C(CCn1c(=O)c2cccn2c2ccc(F)cc21)NCCc1ccc(Cl)cc1	0.1%
45	CCOC(=O)c1ccc(N2C(=O)c3n[nH]c(-c4cccs4)c3C2c2cccc(O)c2)cc1 (configuration not stated)	-3.9%
46	CCCn1cc(S(=O)(=O)c2ccc(CC)cc2)c(=O)c2cc(F)c(N3CCN(C)CC3)cc21	1.3%
47	COc1ccc(-c2noc(-c3ccc(NCc4cccnc4)c([N+](=O)[O-])c3)n2)cc1OC	?
48	CCOCCSc1c(C)cnc2c1c(=O)n(C)c(=O)n2C	?
49	CCn1c2ccccc2c2cc(CN3CCN(Cc4ccccc4F)CC3)ccc21	-3.0%
50	CCOc1ccccc1NC(=O)Cn1c(=O)n(Cc2ccccc2)c(=O)c2c(C)c(C)sc21	-4.7%

# A second format for some results above.
40: COc1ccc(OC)c(NC(=O)CC(=O)Nc2ccc3nc4n(c(=O)c3c2)CCCCC4)c1
  FLuc counter: ?

41: O=C1CN(C(=O)COc2ccc(Cl)cc2)C(c2ccc(F)cc2)c2cc(Cl)ccc2N1 (configuration not stated)
  FLuc counter: 2.1%

42: COCCn1c(SCC(=O)Nc2ccc(Br)cc2)nc2c([nH]c3ccccc32)c1=O
  FLuc counter: 1.4%

# Entries by screen from the list:
# Entries 34 to 45 in FLuc counter, in turn: 23.9µM*, 1.8%, -13.5%, ?, -5.7%, -1.4%, ?, 2.1%, 1.4%, 4.9%, 0.1%, -3.9%

# New compounds follow.
entry	SMILES	FLuc counter
51	Cc1cc(C)n(-c2nc3ccccc3nc2Nc2ccc(N(C)C)cc2)n1	5.5%
52	Cc1ccc(S(=O)(=O)N2CCc3cc(C(=O)N(C)Cc4ccccc4)ccc32)cc1	-11.5%
53	Cc1ccccc1CNC(=O)c1ccc(-c2nc(CS(=O)(=O)c3ccccc3)c(C)o2)cc1	-2.3%
54	CC1=C(C(=O)Nc2cccnc2)C(c2ccccc2)n2nc(-c3ccc(O)cc3)nc2N1 (configuration not stated)	-14.3%
55	COc1ccc(-c2nc(C)c(CCNC(=O)c3cccs3)s2)cc1OC	16.9µM*
56	COc1ccc(C(=O)c2oc3ccccc3c2NC(=O)COc2cccc(C)c2)cc1	-3.2%
57	Cc1ccc(C)c(N2CCN(c3nc4ccccc4n4c(C)nnc34)CC2)c1	?
58	CCC(=O)N1c2ccccc2CC1C(=O)N1CCN(c2cccc(OC)c2)CC1 (configuration not stated)	1.8%
59	CN1CCc2nc3sc(C(=O)c4ccc(F)cc4)c(N)c3cc2C1	?
60	COc1ccc(NC(=O)CSc2nnc(NC(=O)Nc3ccc(OC)cc3)s2)cc1	0.379µM*
61	COc1cccc(C(=O)c2cn(CC(=O)Nc3cc(Cl)c(OC)cc3OC)c3nc(C)ccc3c2=O)c1	-5.1%
62	CCC(=O)N1CCc2cc(CNS(=O)(=O)c3ccc(CC(C)C)cc3)ccc21	-11.0%
63	Cc1cccc(OCC(=O)NCc2ccc3c(c2)CCN3C(=O)c2ccccc2)c1	?
64	Cc1ccc2oc(-c3cc(NC(=O)CC(C)C)ccc3Cl)nc2c1	-9.7%
65	CCc1nnc(NC(=O)c2nc(S(C)(=O)=O)ncc2Cl)s1	1.4%
66	Cc1ccc2c(c1)c(=O)c(S(=O)(=O)c1ccc(F)cc1)cn2CC(=O)Nc1ccc2c(c1)OCO2	-1.0%
67	Cn1nc(C(=O)NCc2ccccc2Cl)c2c1-c1ccccc1SC2	6.0%
68	CN(C)CCNc1ncnc2c1cnn2-c1cccc(Cl)c1	23.9µM*
69	COc1cccc(CNC(=O)CSc2nnc(C)c3c(C)n(-c4ccccc4)nc23)c1OC	-4.3%
70	COc1ccc(-c2cc(C(F)(F)F)nc(SCC(=O)NCCc3ccc(OC)c(OC)c3)n2)cc1	0.5%
71	Cc1cccc(N(C)C(=O)CSc2nc3ncccc3o2)c1	-1.5%
72	COc1cc(NS(=O)(=O)c2ccc3[nH]c4c(c3c2)CCCC4)cc(OC)c1OC	-12.2%
73	COc1cccc2cc(-c3nnc(Nc4c(F)cccc4F)s3)c(=O)oc12	?
74	O=C(CCS(=O)(=O)c1nc(-c2ccc3c(c2)OCO3)cc(C(F)(F)F)n1)Nc1ccccc1F	-9.4%
75	Cc1cc(C)cc(-n2ccn(CC(=O)Nc3cc(C)ccc3C)c(=O)c2=O)c1	?
76	Cc1oc2ncnc(N3CCOCC3)c2c1C(=O)NCc1ccccc1	-1.2%
77	COc1ccc(CN(C(=O)Nc2cc(C)ccc2C)C2CCN(C(C)=O)CC2)cc1	-4.1%
78	O=C(Cn1cc(SCc2c(F)cccc2Cl)c2ccccc21)N1CCCCC1	?
79	Cc1cc(C)c2c(CC(=O)Nc3ccc(S(=O)(=O)N4CCCCC4)cc3)coc2c1	-2.5%
80	COc1ccc(C2C=C(c3ccccc3)Nc3nc(NC(=O)/C=C/c4ccccc4)nn32)cc1 (configuration not stated)	-22.1%
81	CCOC(=O)c1c(S(=O)(=O)N2CCC(C(=O)NCc3ccccc3Cl)CC2)c(C)n(C)c1C	3.8%
82	CCCSc1nnc2n(-c3cccc(C)c3)c(=O)c3c4c(sc3n12)CCCC4	-3.0%
83	CCOC(=O)c1cc(-c2ccccc2)n(CC(=O)N(C)c2ccc(OC)cc2)c1C	0.4%
84	CCOc1ccc(CNC(=O)C2CCN(S(=O)(=O)c3cn(C)cn3)CC2)cc1OC	-4.0%
85	COC(=O)c1scc(-c2ccccc2)c1S(=O)(=O)Nc1ccc(C)c(Cl)c1	-19.8%
86	Cc1cccc(N2CCN(S(=O)(=O)c3ccc4oc(=O)c5ncn(C)c5c4c3)CC2C)c1 (configuration not stated)	-7.2%
87	CCOC(=O)c1ccc(N2C(=O)c3[nH]nc(-c4ccc(OC)cc4)c3C2c2ccc(C)cc2)cc1 (configuration not stated)	-0.8%
88	CCOC(=O)N1CCc2c(sc3c2C(=O)NC(c2cc(OC)c(O)c(OC)c2)N3)C1 (configuration not stated)	?
89	COC(=O)c1ccccc1NC(=O)CSc1nc2ccccc2nc1Cc1ccccc1OC	-2.3%
90	Cc1cccc(-n2nnc(-c3nc(-c4ccccc4)no3)c2N)c1C	1.1%
91	CCC(C(=O)NCc1ccc(OC)c(OC)c1)n1nc(C)c2c(C)n(-c3ccc(C)cc3)nc2c1=O (configuration not stated)	-14.8%
92	Cc1ccc(NC(=O)CN(C)S(=O)(=O)c2ccc3nc(C)sc3c2)c(C)c1	-0.1%
93	CC(=O)N1CCc2cc(CNS(=O)(=O)c3ccc(Cl)s3)ccc21	-13.0%
94	COc1ccccc1Cn1c(C2CC(=O)N(c3ccccc3OC)C2)nc2ccccc21 (configuration not stated)	-2.2%
95	CCSc1oc(-c2cccs2)nc1S(=O)(=O)c1ccc(Br)cc1	-3.1%
96	CCc1cccc(NC(=O)c2cc3c(=O)[nH]c4ccccc4c3n2C)c1	-4.2%
97	O=C(CSc1nnc(-c2ccc(Cl)cc2)o1)N1CCc2ccccc21	-1.2%
98	COc1ccc(CCNC(=O)CCc2cn(Cc3ccc(C)cc3)c3ccccc23)c(OC)c1OC	-9.1%
99	Cc1cccc(OCC(=O)NCC2(N3CCN(C)CC3)CCCCC2)c1	-4.7%
100	COc1ccc(CCNC(=O)CCc2c(C)nc3c(c(C)nn3-c3ccccc3)c2C)c(OC)c1	2.2%

# (listing goes on)
entry	SMILES	FLuc counter
101	Cc1cccc(-c2nc3c(cnn3-c3ccccc3)c(=O)n2-c2ccc(Cl)cc2)c1	-3.6%
102	Cc1cc(-n2c(C)nc3ccccc3c2=O)ccc1NC(=O)c1cccc([N+](=O)[O-])c1	-0.2%
103	CCOC(=O)c1c(C)[nH]c(C)c1S(=O)(=O)N1CCCC(C(=O)Nc2ccc(OC)c(Cl)c2)C1 (configuration not stated)	1.9%
104	COc1ccc(N2CCN(C(=O)C3CCN(S(=O)(=O)c4cccc5nonc45)CC3)CC2)cc1	-3.1%
105	Cc1ccc(CNC(=O)CCc2nnc3n(C)c(=O)c4sccc4n23)cc1	-4.4%
106	COc1ccc(N2CCN(CCCNC(=O)c3cnn(-c4ccc(F)cc4)c3-n3cccc3)CC2)cc1	-5.1%
107	Cc1cccc(NC(=O)CSc2nc3ccccc3nc2N2CCOCC2)c1C	0.8%
108	CCc1ccc(C(=O)c2cn(CC(=O)Nc3ccc(F)cc3)c3ccc(OC)cc3c2=O)cc1	-2.8%
109	CCc1ccc(N(CC)C(=O)Cn2cnc3sc(C)c(S(=O)(=O)N4CCN(c5ncccn5)CC4)c3c2=O)cc1	-2.1%
110	CC(C)Cn1c(=O)c2ccccc2n2c(CCC(=O)Nc3ccc(F)cc3)nnc12	-0.6%
111	COC(=O)c1c(-c2cccs2)csc1NC(=O)COc1ccc(C(C)(C)C)cc1	?
